PostGolgi_ctrl = inhibits growth of the yeast control strain; efflux-deficient yeast background strain, growth absorbance A615, 16 h; inhibition, % at 10 µM; 98,000 compounds, 5% hits; AID 738
S1P2_blocker = antagonists of human S1P2 receptor; cell-based S1P2 antagonist assay, inhibition at 5 uM; AID 736; inhibition, % at 5 µM; 97,000 compounds, 0.21% hits; in the data active = inhibition above about 45%;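 note: CRE beta-lactamase reporter cells expressing human S1P2 stimulated with S1P; 0% = agonist at EC80 alone and 100% = agonist plus reference antagonist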
HIV_Rev-RRE_inh = disrupts HIV-1 Rev binding to RRE RNA; inhibition, % at 8 µM; Rev peptide-RRE RNA binding, FRET; AID 704; P05866; 97,000 compounds, 0.79% hits;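 active = inhibition above the screen-wide mean plus 3 SD, cut at about 35% in these data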;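 note: 0% = median DMSO wells and 100% = median Neomycin B control wells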
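Assay system: Rev peptide and RRE RNA, both fluorescently labelled; times: 5 min preincubation and 15 min binding, 25 °C; detection: FRET, ex 480 nm, em 540 and 671 nm; read-out basis: % inhibition from 671/540 nm acceptor-to-donor ratio, scaled between controls; benchmarks: DMSO low control, neomycin B high control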
EphB4_ephrin_blk = EphB4-ephrin-B2 interaction antagonism; P54760; EphB4 LBD / TNYL-RAW-Alexa532 peptide, fluorescence polarization; 97,000 compounds, 0.15% hits; inhibition, % at 7 µM;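 active = inhibition above the screen-wide mean inhibition plus 3 SD, cut at about 15% in these data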;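 note: 0% = DMSO wells and 100% = excess unlabeled TNYL-RAW peptide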
FAK_inh = FAK (human) kinase inhibition | biochemical FAK kinase activity assay | Q05397 | 97,000 compounds, 0.84% hits | AID 727 | inhibition, %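 (tested at 7 µM)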; in the data active = inhibition above about 19%;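 note: 0% = DMSO and 100% = reference compound high control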
S1P2_ag = S1P2 (human) receptor agonism | S1P2-expressing cell line, agonist reporter read-out | activation, % at 4.5 µM | 97,000 compounds, 0.46% hits | AID 729; in the data active = activation above about 16%;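 note: 0% = vehicle low control and 100% = maximal reference agonist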
PTPN22_act = LYP (human) phosphatase activation; recombinant LYP, DiFMUP fluorescence; 0 = plate median, 100 = signal doubled; Q9Y2R2; AID 697; 96,000 compounds, 0.11% hits; activation, % at 2 µM;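 active = activation at 2 µM above a set limit, the mean plus 5 SD, cut at about 37% in these data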
LYP_inh_2 = inhibitors of human LYP (PTPN22) phosphatase; AID 640; inhibition, % at 2 µM; 96,000 compounds, 0.21% hits; Q9Y2R2; recombinant LYP catalytic domain, DiFMUP fluorescence;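 active = inhibition at 2 µM at or above a set limit, the screen mean plus 3 SD, cut at about 24% in these data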;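 note: 0% = DMSO with enzyme and 100% = enzyme fully blocked by orthovanadate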
PostGolgi_yeast = growth inhibition of a yeast mutant, post-Golgi transport screen. inhibition, % at 10 µM. 98,000 compounds, 0.9% hits. post-Golgi transport phenotypic cell assay. AID 739;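 note: yeast cells grown in 1536-well plates; yeast grown about 18 h at 30C before absorbance read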
* marks the source's active call; other numbers are inactive results. Cut-off read from the data, not from the text of the source, unless noted: active = inhibition above about 30%; inactive = the rest. Only part of the results is shown. The share of hits here may be higher or lower than overall.

SMILES PostGolgi_ctrl S1P2_blocker HIV_Rev-RRE_inh EphB4_ephrin_blk FAK_inh S1P2_ag PTPN22_act LYP_inh_2 PostGolgi_yeast
COc1ccc(C(=O)c2ccccc2)c(O)c1 -1 2 2 0 2 -5 -6 10 -6
CC(=O)Oc1ccc2c(C)cc(=O)oc2c1 -1 -14 1 -6 1 -2 4 -5 -5
